Tb PGK inh = blocks T. brucei phosphoglycerate kinase. P07378. Potency, µM (top dose mostly 57.5 µM), inactives show at the highest dose activity change, negative = inhibition, most hits filed as inhibitors. PGK/GAPDH coupled, Kinase-Glo luminescence, 60 min. hit rate 0.043% among 380,000; also: potency is read from the fitted curve at half-maximal effect; % is scaled to controls: 0 for no effect and ±100 for the full control effect; nearly all actives have a fitted effect of over 60% in size
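Recombinant glycosomal PGK reaction used 1,3-bisphosphoglycerate generated in-well by GAPDH (100nM final) in 100mM TEA pH 7.6, 5mM MgCl2, 0.01% Tween-20. After 60 minutes at room temperature, ATP was read by Kinase-Glo Plus luminescence end-point.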
PI4K2A block = PI4K2A (human) kinase inhibition; Q9BTU6; purified PI4K2A, ADP-Glo luminescence, 1 h; stronger effect = lower value; activity change, negative = inhibition, % at 76.9 µM; hit rate 0.13% among 420,000; AID 1346378; in the data active = activity change below about -50%; inconclusive = mostly about -30% to -49%;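 also: -100% = wells without enzyme as full effect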
Target sequence (Q9BTU6 whole entry, looked up): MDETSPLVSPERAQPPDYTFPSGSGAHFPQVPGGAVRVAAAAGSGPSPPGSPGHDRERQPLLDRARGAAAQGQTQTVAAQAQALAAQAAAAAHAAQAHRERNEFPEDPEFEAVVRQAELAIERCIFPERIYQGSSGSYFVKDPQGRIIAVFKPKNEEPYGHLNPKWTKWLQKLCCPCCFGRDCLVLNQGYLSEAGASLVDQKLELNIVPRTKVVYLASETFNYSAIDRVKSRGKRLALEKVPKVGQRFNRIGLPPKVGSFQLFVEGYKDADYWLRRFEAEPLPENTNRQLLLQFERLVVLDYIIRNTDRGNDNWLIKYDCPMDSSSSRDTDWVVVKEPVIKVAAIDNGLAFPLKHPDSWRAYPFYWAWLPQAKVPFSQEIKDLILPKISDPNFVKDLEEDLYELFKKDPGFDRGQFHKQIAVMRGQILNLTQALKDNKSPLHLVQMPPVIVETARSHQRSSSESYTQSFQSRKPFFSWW
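In this quantitative HTS, ADP production by PI4K2A was quantified luminescently after 1 h at ambient temperature; 100 microM adenosine served as plate-quality control.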
TrxR1 inh = inhibitors of rat thioredoxin reductase 1. O89049. recombinant rTrxR1, NADPH fluorescence consumption, selenite substrate. Potency, µM (series often up to 114 µM), inactives show top-dose activity change, negative = inhibition, most hits filed as inhibitors. hit rate 1% among 390,000; also: potency is read from the fitted curve at half-maximal effect; % is scaled to controls: 0 for no effect and ±100 for the full control effect; nearly all actives have a fitted effect of over 65% in size
Target sequence (O89049 whole entry, looked up): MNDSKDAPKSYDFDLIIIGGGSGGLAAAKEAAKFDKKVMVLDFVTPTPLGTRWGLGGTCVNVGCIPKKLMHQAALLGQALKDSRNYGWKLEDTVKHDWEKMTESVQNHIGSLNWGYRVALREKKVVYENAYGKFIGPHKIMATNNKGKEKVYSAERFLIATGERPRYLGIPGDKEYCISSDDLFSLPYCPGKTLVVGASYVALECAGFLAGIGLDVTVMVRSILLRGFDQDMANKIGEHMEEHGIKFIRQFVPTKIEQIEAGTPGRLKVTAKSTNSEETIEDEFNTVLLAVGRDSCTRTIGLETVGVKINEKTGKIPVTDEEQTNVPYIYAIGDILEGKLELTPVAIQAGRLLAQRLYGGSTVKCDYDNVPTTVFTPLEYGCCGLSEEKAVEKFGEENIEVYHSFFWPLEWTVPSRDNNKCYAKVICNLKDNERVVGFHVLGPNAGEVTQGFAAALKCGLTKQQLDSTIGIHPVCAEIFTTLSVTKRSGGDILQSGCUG
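Rat TrxR1 (90 nM in the dispensed reagent) was pre-reduced with 400 uM NADPH for 5 min at room temperature, then incubated with compound for 15 min. After 400 uM selenite was added, NADPH fluorescence (Ex 340/Em 450 nm) was followed for 8 min.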
HP1b binding inh = blocks HP1-beta chromodomain binding to methylated histone tails; P83916; AlphaScreen HP1-beta / biotin-H3K9me3 peptide binding; Potency, µM (titrated, usually from 114 µM), for inactives: at the highest dose activity change, negative = inhibition, hits mostly inhibitors; hit rate 0.56% among 390,000; AID 540317; also: potency is read from the fitted curve at half-maximal effect; nearly all actives have a fitted effect of over 70% in size; inactives centre near 23
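AlphaScreen: HP1-beta (50 nM) preformed 30 min with biotin-H3(1-18)K9me3 peptide (50 nM) in PBS pH 7.4, 0.01% Tween-20. Compound added for 30 min at RT, then streptavidin donor/nickel chelate acceptor beads (10 ug/mL) for 30 min.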
GLS inhibitor = glutaminase GLS (human) inhibition; O94925; GLS enzymatic activity, qHTS titration; AID 624170; hit rate 0.21% among 410,000; Potency, µM (highest dose often 45.5 µM), for inactives: top-dose activity change, negative = inhibition, actives largely listed as inhibitors; also: potency is read from the fitted curve at half-maximal effect; % is scaled to controls: 0 for no effect and ±100 for the full control effect
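Human kidney-isoform GLS in 45 mM KH2PO4 pH 8.2, 0.02% Tween-20, with compound, started with 1mM L-Glutamine (added stock). Glutamate oxidase/HRP/Amplex red coupled fluorescence read at start and after 30 min at RT.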
mIDH1 inhibitor = blocks human mutant IDH1 R132H enzyme; IDH1-R132H enzyme, NADPH consumption, diaphorase/resazurin fluorescence; AID 602179; Potency, µM (doses to about 76.6 µM), inactives show at the highest dose activity change, negative = inhibition, usual class: inhibitors; hit rate 0.093% among 390,000; O75874; also: potency is read from the fitted curve at half-maximal effect; % is scaled to controls: 0 for no effect and ±100 for the full control effect; nearly all actives have a fitted effect of over 65% in size
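IDH1-R132H (0.5 ug/mL dispensed) in pH 7.5 Tris buffer was preincubated 30 min with compound, then given a substrate mix of 0.016 mM NADPH and 2 mM alpha-KG for 80 min at room temperature; remaining NADPH was read by diaphorase/resazurin fluorescence.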
Pin1 inh = human Pin1 inhibition | Q13526 | Pin1 FP peptide displacement, HiFluor488, 10 min | hit rate 0.009% among 390,000 | Potency, µM (highest dose often 115 µM), for inactives: top-dose activity, negative = inhibition, usual class: inhibitors; active = well fitted inhibition curve with a large enough effect in the polarisation, with a control signal flat, not every such curve was filed as active; inconclusive = small, poorly fitted or top-dose-only effect, or effect the other way, or a change in a side signal; inactive = no such curve, though single readings can be large or run the other way; the % refers to the polarisation; also: potency is read from the fitted curve at half-maximal effect; % is scaled to controls: 0 for no effect and ±100 for the full control effect
TrxR1 substrate = rat thioredoxin reductase 1 substrate activity | O89049 | purified TrxR1 substrate turnover, NADPH consumption readout | Potency, µM (doses to about 114 µM), inactives show at the highest dose activity change, negative = substrate turnover | hit rate 0.01% among 390,000 | AID 588456; also: potency is read from the fitted curve at half-maximal effect; % is scaled to controls: 0 for no effect and ±100 for the full control effect; nearly all actives have a fitted effect of over 50% in size
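Rat TrxR1, dispensed at 90 nM, was prereduced with 400 uM NADPH (final) for 5 min at ~22 deg C, then incubated with compound 15 min before 400 uM selenite. A first-read NADPH fluorescence drop versus no-compound background flagged substrates.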
USP1 inh = USP1/UAF1 (human) deubiquitinase inhibition. O94782. Potency, µM (titrated, usually from 57.1 µM), for inactives: at the top dose activity change, negative = inhibition, actives largely listed as inhibitors. recombinant USP1/UAF1, Ub-Rhodamine cleavage fluorescence. hit rate 0.23% among 390,000. AID 743255; also: potency is read from the fitted curve at half-maximal effect; % is scaled to controls: 0 for no effect and ±100 for the full control effect; nearly all actives have a fitted effect of over 60% in size; inactives centre near -12
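USP1/UAF1 complex at 1 nM was preincubated with compound for 15 min at room temperature, then Ub-Rho substrate (150nM final) was added. Fluorescence (480/540 nm) was read kinetically, 6 reads every 60 seconds.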
* hit, by the source's call; i = inactive; ? = inconclusive; . = no result given; [ ] = remark or other dose. Unless noted, calls follow the shape of the dose curve; as a rule, active = well fitted curve in the direction sought with a large enough effect; inconclusive = small, poorly fitted or top-dose-only effect, or another doubt; inactive = no such curve, though single readings can be large; an effect the other way counts as inactive or inconclusive. A portion of the library. The share of hits here may be higher or lower than overall.

Tb PGK inh,PI4K2A block,TrxR1 inh,HP1b binding inh,GLS inhibitor,mIDH1 inhibitor,Pin1 inh,TrxR1 substrate,USP1 inh,smiles
-1%,0,17%,9%,-9%,4%,0%,-2%,-21%,O=[N+]([O-])c1cccc(S(=O)(=O)Nc2cccc(-c3ccc(N4CCCC4)nn3)c2)c1
-6%,0,-2%,36%,0%,-14%,0%,-8%,12%,Cc1nn(C)c(C)c1S(=O)(=O)N(CC(=O)NCCc1ccccc1)c1ccc(C(C)C)cc1
1%,-3,-4%[57.1 µM],59%,-2%,1%,?,-10%,-24%,CC1CCCCC1NC(=S)Nc1ccc(SC(F)F)cc1 (centres undefined)
-3%,-1,58%[activator],27%,-3%,0%,-8%,78%[activator],-4%,COc1cc(/C=C/C(=O)OCC(=O)Nc2ccccc2Cl)cc(OC)c1OC
-1%,-3,-10%,26%,-2%,-1%,3%,-1%,-23%,Cc1cccc(N2C(S)=C(C#N)C(=O)NC2c2cccs2)c1 (centres undefined)
i,4,-7%,47%[activator],-1%,1%,-5%,-8%,-17%,O=C(O)C1SCCN1S(=O)(=O)c1ccc2ccccc2c1 (centres undefined)
-2%,-2,17%,26%,3%,0%,-1%,0%,-14%,CCOC(=O)C1(c2nc(N)cs2)COC(=O)C1 (centres undefined)
6%,1,18%[57.1 µM],61%[activator],10%,-10%,-4%,5%[57.1 µM],-22%,COc1ccccc1N1CCN(C2CCCN(C(=O)c3cc(C4CC4)on3)C2)CC1 (centres undefined)
i,5,-9%,11%,-6%,0%,-5%,-6%,-13%,O=C(COC(=O)C(Cc1ccccc1)NC(=O)c1ccco1)NC1CC1 (centres undefined)
-4%,4,7%,33%,16%,1%,3%,0%,0%,O=c1nc2ccccc2c2n1CC(CN1CCN(c3ccccc3F)CC1)N2 (centres undefined)

Overlap with the part before: seven entries; new compounds follow.
Tb PGK inh,PI4K2A block,TrxR1 inh,HP1b binding inh,GLS inhibitor,mIDH1 inhibitor,Pin1 inh,TrxR1 substrate,USP1 inh,smiles
-3%,-1,58%[activator],27%,-3%,0%,-8%,78%[activator],-4%,COc1cc(/C=C/C(=O)OCC(=O)Nc2ccccc2Cl)cc(OC)c1OC
-1%,-3,-10%,26%,-2%,-1%,3%,-1%,-23%,Cc1cccc(N2C(S)=C(C#N)C(=O)NC2c2cccs2)c1 (centres undefined)
i,4,-7%,47%[activator],-1%,1%,-5%,-8%,-17%,O=C(O)C1SCCN1S(=O)(=O)c1ccc2ccccc2c1 (centres undefined)
-2%,-2,17%,26%,3%,0%,-1%,0%,-14%,CCOC(=O)C1(c2nc(N)cs2)COC(=O)C1 (centres undefined)
6%,1,18%[57.1 µM],61%[activator],10%,-10%,-4%,5%[57.1 µM],-22%,COc1ccccc1N1CCN(C2CCCN(C(=O)c3cc(C4CC4)on3)C2)CC1 (centres undefined)
i,5,-9%,11%,-6%,0%,-5%,-6%,-13%,O=C(COC(=O)C(Cc1ccccc1)NC(=O)c1ccco1)NC1CC1 (centres undefined)
-4%,4,7%,33%,16%,1%,3%,0%,0%,O=c1nc2ccccc2c2n1CC(CN1CCN(c3ccccc3F)CC1)N2 (centres undefined)
-1%,2,6%[57.1 µM],?,-2%,-4%,-1%,9%[57.1 µM],4%,C=CCc1cc(Cl)ccc1OCCNCCOC
?,3,8%,42%[activator],1%,3%,-1%,9%[11.4 µM],-20%,CCOc1ccc(CCn2c3c(c(=O)[nH]c2=O)C(NC(=O)c2ccccc2)(C(F)(F)F)C(=O)N3)cc1OCC (centres undefined)
4%,-2,-8%,31%,20%,0%,-1%,-8%,-31%,CC(C)(C)OC(=O)NN=C(c1ccc(O)cc1)c1ccc(O)cc1
-2%,-14,19%,-30%,7%,12%,-6%,6%,-3%,COc1ccc(NC(=O)CCNS(=O)(=O)c2ccc(NC(C)=O)cc2)cc1Cl
4%,3,-20%,63%[activator],-12%,0%,0%,-13%,-24%,C[C@H](NC(=O)OC(C)(C)C)c1nnc(SCC(=O)Nc2cccc(Cl)c2)o1
5%,-5,.,.,1%,-1%,.,.,-16%,C[C@H]1CN([C@@H](C)CO)C(=O)c2cc(Br)cnc2O[C@@H]1CN(C)C(=O)c1ccncc1
0%,-2,0%,?,15%,4%,2%,-6%,1%,O=C(CNC1CCCCCC1)c1cccs1
0%,0,-18%,22%,3%,-4%,9%,67%[activator],-18%,CCOC(=O)COc1cc(OCC(=O)OCC)c2c3c(c(=O)oc2c1)CCCC3
i,-8,22%[57.1 µM],7%,-3%,-4%,-9%,2%[57.1 µM],-27%,O=C(Cn1nc(-c2ccccc2)c2cnc3ccc(F)cc3c21)NC1CCCC1
-6%,3,14%,86%[activator],-12%,-1%,-8%,4%,-15%,COc1cccc(NC(=O)c2ccccc2-c2ccccc2C(=O)O)c1
-1%,0,8%,28%,-2%,-2%,11%,13%[57.1 µM],-2%,Cc1cc(C(=O)OCC(=O)NCCC(C)C)c2ccccc2n1
-6%,-2,18%[57.1 µM],70%[activator][57 µM],-5%,19%,5%,1%[57.1 µM],?,COc1ccc(C)cc1NC(=O)c1ccc2nc(Cc3ccccc3)oc2c1
-7%,2,7%[57.1 µM],56%[activator],-8%,-2%,-6%,2%[57.1 µM],-21%,CCS(=O)(=O)c1ccc(O)c(NC(=O)COc2ccc(Cl)cc2)c1
-8%,-3,30%[11.4 µM],48%[activator],7%,14%,-8%,-19%[11.4 µM],-14%,Cc1onc(-c2ccccc2Cl)c1C(=O)N1CCOC12CCN(c1cccc(F)n1)CC2
-1%,-9,18%[57.1 µM],25%,-7%,3%,5%,-8%[57.1 µM],-9%,Cn1cc(CN2CC3C[C@@H]4CC2C[C@H](C3)C4)c(-c2ccc3c(c2)OCCO3)n1
-6%,0,-14%,13%,13%,-23%,-14%,56%[activator],3%,CCc1cc2c(=O)c(-c3ccc4c(c3)OCCO4)coc2c(CN2CCCCC2C)c1O (centres undefined)
-14%,-20,9%[57.1 µM],7%,67%[activator],5%,-3%,7%[57.1 µM],-9%,COc1cc(NC(=O)CNC(c2ccccc2)c2ccccc2)cc(OC)c1OC
-10%,-3,-13%,31%,5%,2%,5%,-7%,-20%,O=C(O)CCSc1nnc(SCC(=O)NCC(F)(F)F)s1
i,1,5%,29%,27%,-8%,-4%,-1%,-5%,O=C(CCNC(=O)c1ccc([N+](=O)[O-])cc1)Nc1ccc(N2CCOCC2)cc1N1CCOCC1
-8%,3,1%,42%,-3%,26%,6%,-5%,-24%,Cc1ccc(-c2nc3ccc(Cl)cc3n2OC(C)C(=O)O)cc1 (centres undefined)
-8%,-6,15%,19%,-1%,0%,0%,1%,1%,CCc1nnc2c3ccccc3nc(N3CCN(c4cc(C)ccc4C)CC3)n12
-12%,2,-7%,103%[activator],-4%,6%,?,6%,-8%,Nc1cccc2c1C(=O)N(CCOc1ccccc1F)C2=O
-8%,2,13%,39%[activator],-10%,4%,-3%,2%,-19%,Cc1ccccc1NC(=O)CSc1nnc(CNC(=O)c2ccco2)n1C
-8%,-2,4%,55%[activator],-4%,3%,-2%,1%,-18%,CCOc1ccccc1NC(=O)C(OC(=O)c1ccc(CC)cc1)c1ccccc1 (centres undefined)
i,-7,8%,46%[activator],0%,-6%,-7%,-7%,-9%,CCc1noc(C)c1C(=O)OC(C)C(=O)Nc1ccc(Cl)cn1 (centres undefined)
-6%,-20,-14%,28%,-33%,-9%,?,26%,-22%,O=C(N/N=C/c1ccc2c(c1)OCO2)c1cc(-c2ccco2)nc2ccccc12
-5%,-1,3%,31%,-3%,-1%,0%,-8%,6%,Cc1cc(C(=O)O)c2ccccc2n1
-6%,4,-11%,7%,3%,2%,0%,-2%,-22%,CCn1cc(C(=O)OCC(=O)c2cc(C)n(-c3ccc(OC(F)F)cc3)c2C)c(=O)c2ccc(C)nc21
-7%,-6,-22%,-14%,24%,-24%,130%[activator],-17%,-5%,CCOc1cc(/C=C2\SC(=S)N(NS(=O)(=O)c3ccc(C)cc3)C2=O)ccc1O
-5%,1,20%[57.1 µM],19%,-5%,9%,6%,3%[57.1 µM],-30%,COc1ccc2cc(C3=CC(=O)C[C@H](c4ccc5c(c4)OCO5)C3)ccc2c1
8%,-2,-66%,5%,-4%,4%,-8%,6%[57.1 µM],?,C/C(=N/NS(=O)(=O)c1cccc([N+](=O)[O-])c1)c1c[nH]c2ccccc12
-1%,0,15%,13%,-2%,-4%,-1%,-3%,1%,CC1CCN(C(=O)c2cnn(-c3cccc(Cl)c3)c2C2CCN(C(=O)OC(C)(C)C)CC2)CC1
-2%,11,20%,40%[activator],1%,5%,-7%,6%,-23%,COc1ccc(CCNC(=O)C(=O)NN=C2CCCCCCC2)cc1OC

An excerpt from above, reduced to USP1 inh and Tb PGK inh.
structure,USP1 inh,Tb PGK inh
CC1CCN(C(=O)c2cnn(-c3cccc(Cl)c3)c2C2CCN(C(=O)OC(C)(C)C)CC2)CC1,1%,-1%
COc1ccc(CCNC(=O)C(=O)NN=C2CCCCCCC2)cc1OC,-23%,-2%

Source: PubChem BioAssay
